Source: PubChem (National Center for Advancing Translational Sciences (NCATS))
TrxR1 substrate – rat thioredoxin reductase 1 substrate activity. AID 588456. 390,000 tested, 0.01% active. Potency, µM (doses to about 114 µM), for the others: at the highest dose activity change, negative = substrate turnover. purified TrxR1 substrate turnover, NADPH consumption readout; further: potency means the concentration at half of the fitted maximal effect; on the % scale 0 is the no-effect control and ±100 the full control effect; nearly all actives have a fitted effect of over 50% in size
Target sequence (O89049 whole entry, looked up): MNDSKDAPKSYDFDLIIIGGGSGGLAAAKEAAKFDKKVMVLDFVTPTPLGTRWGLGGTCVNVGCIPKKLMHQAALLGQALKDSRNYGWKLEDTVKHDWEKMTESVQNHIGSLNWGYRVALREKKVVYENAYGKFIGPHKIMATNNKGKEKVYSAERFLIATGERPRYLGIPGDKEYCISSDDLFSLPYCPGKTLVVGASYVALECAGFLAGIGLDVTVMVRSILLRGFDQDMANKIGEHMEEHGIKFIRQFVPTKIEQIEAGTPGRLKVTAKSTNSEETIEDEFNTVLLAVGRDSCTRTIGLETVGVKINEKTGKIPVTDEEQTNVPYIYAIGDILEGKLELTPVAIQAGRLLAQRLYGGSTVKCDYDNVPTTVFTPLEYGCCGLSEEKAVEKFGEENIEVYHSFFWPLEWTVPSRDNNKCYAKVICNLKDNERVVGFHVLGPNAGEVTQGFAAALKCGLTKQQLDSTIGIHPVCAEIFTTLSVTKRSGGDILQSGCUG
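Rat TrxR1, dispensed at 90 nM, was prereduced with 400 uM NADPH (final) for 5 min at ~22 deg C, then incubated with compound 15 min before 400 uM selenite. A first-read NADPH fluorescence drop versus no-compound background flagged substrates.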
USP1-UAF1 inh – blocks the human USP1/UAF1 deubiquitinase complex | Potency, µM (highest dose often 57.1 µM), inactives show at the highest dose activity change, negative = inhibition, usual class: inhibitors | O94782 | AID 743255 | 390,000 tested, 0.23% active | recombinant USP1/UAF1, Ub-Rhodamine cleavage fluorescence; further: potency means the concentration at half of the fitted maximal effect; on the % scale 0 is the no-effect control and ±100 the full control effect; nearly all actives have a fitted effect of over 60% in size; inactives centre near -12
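USP1/UAF1 complex (1 nM) preincubated 15 min at room temperature with compound, then Ub-Rho substrate (150 nM final) added. Kinetic fluorescence at 480/540 nm over 6 reads at 60 s intervals; 50 mM HEPES pH 7.8, 0.5 mM EDTA, 0.1 mg/ml BSA, 1 mM TCEP, 0.01% Tween-20.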
Vif-APOBEC3F blk – blocks the Vif interaction with APOBEC3F. HeLa A3F-eYFP + Vif (tagged APOBEC3F with the HIV-1 protein that degrades it), YFP fluorescence increase. Potency, µM (series often up to 46.1 µM), inactives show at the highest dose activity, negative = active. 390,000 tested, 0.2% active. AID 602313; further: potency means the concentration at half of the fitted maximal effect; % of control where 0% means no effect; nearly all actives have a fitted effect of over 65% in size
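HeLa cells stably expressing A3F-eYFP plus Vif, plated and incubated overnight at 37 deg C, then exposed to compounds overnight at 37 deg C. Blocked degradation read as raised yellow fluorescence (Ex 488/Em 500-530).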
RGS4 inhibitor – blocks human RGS4-accelerated GTP hydrolysis; P49798; Transcreener GDP fluorescence polarization, RGS4-accelerated GTP hydrolysis; Potency, µM (top dose mostly 114 µM), for inactives: at the top dose activity change, negative = inhibition, most hits filed as inhibitors; 390,000 tested, 0.039% active; further: potency means the concentration at half of the fitted maximal effect; on the % scale 0 is the no-effect control and ±100 the full control effect; nearly all actives have a fitted effect of over 75% in size; some results filed as inactive show a strong effect at the top dose
Target sequence (P49798 whole entry, looked up): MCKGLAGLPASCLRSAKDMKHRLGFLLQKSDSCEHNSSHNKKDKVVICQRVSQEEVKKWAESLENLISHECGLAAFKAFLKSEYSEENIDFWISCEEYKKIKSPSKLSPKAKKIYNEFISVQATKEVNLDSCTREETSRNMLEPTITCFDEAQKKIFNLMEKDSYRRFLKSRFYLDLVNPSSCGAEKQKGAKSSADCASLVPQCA
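MLSMR compounds (23 nl, pin-transferred) preincubated 10 min at room temperature with a 500nM (2x) first reagent, then RGS4 at 900nM (2x) plus Transcreener GDP mix added; fluorescence polarization (620/688 nm) read before and after 90 min at 30 °C.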
IDH1 R132H inh – blocks human mutant IDH1 R132H enzyme; O75874; IDH1-R132H enzyme, NADPH consumption, diaphorase/resazurin fluorescence; Potency, µM (highest dose often 76.6 µM), for the others: at the highest dose activity change, negative = inhibition, actives largely listed as inhibitors; 390,000 tested, 0.093% active; AID 602179; further: potency means the concentration at half of the fitted maximal effect; on the % scale 0 is the no-effect control and ±100 the full control effect; nearly all actives have a fitted effect of over 65% in size
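IDH1-R132H (0.5 ug/mL dispensed) in pH 7.5 Tris buffer was preincubated 30 min with compound, then given a substrate mix of 0.016 mM NADPH and 2 mM alpha-KG for 80 min at room temperature; remaining NADPH was read by diaphorase/resazurin fluorescence.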
Vif-APOBEC3G blk – inhibitors of Vif-APOBEC3G interaction; HeLa A3G-eYFP + Vif (tagged APOBEC3G with the HIV-1 protein that degrades it), YFP fluorescence, overnight; Potency, µM (doses to about 46.1 µM), without a hit: at the highest dose activity, negative = active, usual class: inhibitors; 410,000 tested, 0.076% active;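 further: potency means the concentration at half of the fitted maximal effect; on the % scale 0 is the no-effect control and ±100 the full control effect; nearly all actives have a fitted effect of over 60% in size; hits raise eYFP signal because A3G escapes Vif-driven loss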
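Read-out is eYFP fluorescence (Ex 488/Em 500-530) from Vif-expressing HeLa A3G-eYFP cells; more signal means A3G escaped Vif-mediated degradation. Cells plated overnight, compound pinned in, incubated overnight at 37 deg C.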
TrxR1 inh – inhibitors of rat thioredoxin reductase 1. O89049. recombinant rTrxR1, NADPH fluorescence consumption, selenite substrate. Potency, µM (doses to about 114 µM), without a hit: at the highest dose activity change, negative = inhibition, hits mostly inhibitors. 390,000 tested, 1% active; further: potency means the concentration at half of the fitted maximal effect; on the % scale 0 is the no-effect control and ±100 the full control effect; nearly all actives have a fitted effect of over 65% in size
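Rat TrxR1 (90 nM in the dispensed reagent) was pre-reduced with 400 uM NADPH for 5 min at room temperature, then incubated with compound for 15 min. After 400 uM selenite was added, NADPH fluorescence (Ex 340/Em 450 nm) was followed for 8 min.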
GRP78 ERSR act – inducers of ER stress response in human glioma cells; U87-MG GRP78 promoter luciferase reporter, 16 h; Potency, µM, for inactives: top-dose activation, usual class: activators; 420,000 tested, 0.02% active; further: potency means the concentration at half of the fitted maximal effect; series mostly up to about 76 µM; % of control where 0% means no effect; nearly all actives have a fitted effect of over 35% in size
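Stably transfected U87-MG glioma cells carrying a GRP78-based luciferase sensor; 16 h compound incubation. Luminescence end-point read 10 min after Bright-Glo addition at room temperature.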
LDHA block – inhibitors of human lactate dehydrogenase A. P00338. purified LDHA, NADH/diaphorase-resazurin fluorescence; stronger effect = lower value. activity change, % (values are at about 110 or 230 µM). 480,000 tested, 0.15% active; in the data active means activity change below about -30%; inconclusive means mostly about -25% to -30%;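 further: plate controls were DMSO wells for no effect and wells without enzyme for full effect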
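Remaining NADH was detected by diaphorase (0.133 mg/mL) converting 37 µM resazurin to fluorescent resorufin, read at 0 and 20 minutes. The preceding 5-minute room-temperature reaction used 2 nM LDHA, 0.2 mM sodium pyruvate and 0.06 mM NADH at pH 7.4.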
* hit, by the source's call; ? = inconclusive; nt = no result given; [ ] = another dose, or the depositor's remark. Unless noted, the call rests on the fitted dose curve; in most records, active means well fitted curve in the direction sought with a large enough effect; inconclusive means small, poorly fitted or top-dose-only effect, or another doubt; inactive means no such curve, though single readings can be large; an effect the other way counts as inactive or inconclusive. The list is partial; count on the stated rates, not on these rows.

item	Vif-APOBEC3G blk	GRP78 ERSR act	TrxR1 substrate	LDHA block	Vif-APOBEC3F blk	TrxR1 inh	IDH1 R132H inh	USP1-UAF1 inh	RGS4 inhibitor	mol
1	0%	-4%	2%[57.1 µM]	-4	-25%	-5%[57.1 µM]	1%	7%	-9%	CC(=O)C1N=NCC1c1ccccc1 (stereo not drawn)
2	-1%	-5%	-9%[57.1 µM]	4	4%	9%[57.1 µM]	-10%	-34%	-6%	C[C@H](CO)N1C[C@H](C)[C@@H](CN(C)C(=O)NC2CCCCC2)Oc2ccc(NC(=O)Nc3ccccc3)cc2C1=O
3	-1%	-4%	4%[57.1 µM]	-8	1%	3%[57.1 µM]	-5%	3%	-9%	O=C(CCCN1C(=O)c2ccccc2C1=O)Nc1c(C(=O)C2CC2)oc2ccccc12
4	3%	-6%	-4%	-7	5%	-2%	6%	-12%	-19%	Cc1ccc(S(=O)(=O)N2CCC(C(=O)NC3CC(C)(C)NC(C)(C)C3)CC2)cc1C
5	0%	2%	-8%[57.1 µM]	0	5%	-21%[57.1 µM]	5%	-11%	-42%	O=C(NC(=S)Nc1ccc(CN2CCCCC2)cc1)c1cccc(OCc2ccccc2)c1
6	0%	-2%	2%	-8	-7%	-9%	7%	2%	2%	CCOc1ccccc1NC(=O)COC(=O)Cc1cccs1
7	-3%	-5%	-8%	1	?	40µM*	0%	?	?	COc1ccc(C(=O)/C=C/c2cn(CC(O)CN3CCCCCC3)c3ccccc23)cc1OC (stereo not drawn)
8	-1%	-6%	-7%	-2	-7%	-14%	3%	-7%	-10%	COc1ccc(CCN(Cc2cccs2)S(=O)(=O)c2ccc(S(=O)(=O)N3CCCCCC3)cc2)cc1OC
9	0%	0%	-9%	-2	-1%	-16%	-1%	0%	32%	CC1CCC2(CC1)N=C(N)Nc1nc3ccccc3n12 (stereo not drawn)
10	-2%	-3%	0%	-5	0%	8%	6%	-16%	-21%	COC(=O)c1c(NC(C)=O)c2c3c(sc2n1Cc1cc(C)ccc1C)CCCC3
11	-7%	-6%	0%	5	-5%	2%[57.1 µM]	-1%	5%	-49%[11.4 µM]	CC(=O)OCCn1c(=O)c2cc3c(=O)n(CCOC(C)=O)c(=O)c3cc2c1=O
12	-5%	-1%	-24%	-11	-15%	?	-4%	-25%	-13%	CC(C(=O)O)N1C(=O)/C(=C/c2cccn2C)SC1=S (stereo not drawn)
13	-4%	1%	8%[57.1 µM]	11	3%	15%	1%	-17%	3%	Cc1ccc2nc(C)c(C)nc2c1N
14	-5%	-2%	2%	-8	-7%	12%	-8%	-26%	8%	CC(NC(=O)c1ccc(S(=O)(=O)Nc2ccccc2Cl)cc1)c1ccncc1 (stereo not drawn)
15	0%	-8%	11%	2	3%	44%[activator]	3%	-6%	2%	Cc1ccc(NC(=O)Nc2ccc3c(c2)nc(C)n3C)cc1
16	-5%	-3%	-20%	-8	2%	-27%	0%	-20%	-12%	CC(C)(C)NC(=O)C(=O)NC(=O)c1c(F)cccc1Cl
17	6%	-5%	17%	-3	-1%	14%	-1%	-8%	12%[11.4 µM]	CCc1cc(=O)oc2c(C)c(OCC(=O)N3CCCc4ccccc43)ccc12
18	2%	-5%	-5%	-5	3%	-6%	3%	-17%	35%	CCOC(=O)C1CCCN(C(=O)CCCOc2cc(=O)n(C)c3ccccc23)C1 (stereo not drawn)
19	-1%	2%	-1%[57.1 µM]	5	1%	8%[57.1 µM]	-6%	-14%	-26%	Cc1c(C(=O)OCC2CCCO2)[nH]c2c1C(=O)CC(c1ccc(N(C)C)cc1)C2 (stereo not drawn)
20	-14%	0%	-7%	4	-10%	?	4%	-27%	-18%	O=C(Nc1ccccc1N1CCCC1)c1cc2ccccc2o1

An excerpt of these results, tab-delimited:
cpd	compound	Vif-APOBEC3G blk	GRP78 ERSR act	TrxR1 substrate	LDHA block	Vif-APOBEC3F blk	TrxR1 inh	IDH1 R132H inh	USP1-UAF1 inh	RGS4 inhibitor
4	Cc1ccc(S(=O)(=O)N2CCC(C(=O)NC3CC(C)(C)NC(C)(C)C3)CC2)cc1C	3%	-6%	-4%	-7	5%	-2%	6%	-12%	-19%
5	O=C(NC(=S)Nc1ccc(CN2CCCCC2)cc1)c1cccc(OCc2ccccc2)c1	0%	2%	-8%[57.1 µM]	0	5%	-21%[57.1 µM]	5%	-11%	-42%
6	CCOc1ccccc1NC(=O)COC(=O)Cc1cccs1	0%	-2%	2%	-8	-7%	-9%	7%	2%	2%
7	COc1ccc(C(=O)/C=C/c2cn(CC(O)CN3CCCCCC3)c3ccccc23)cc1OC (stereo not drawn)	-3%	-5%	-8%	1	?	40µM*	0%	?	?
8	COc1ccc(CCN(Cc2cccs2)S(=O)(=O)c2ccc(S(=O)(=O)N3CCCCCC3)cc2)cc1OC	-1%	-6%	-7%	-2	-7%	-14%	3%	-7%	-10%
9	CC1CCC2(CC1)N=C(N)Nc1nc3ccccc3n12 (stereo not drawn)	0%	0%	-9%	-2	-1%	-16%	-1%	0%	32%
10	COC(=O)c1c(NC(C)=O)c2c3c(sc2n1Cc1cc(C)ccc1C)CCCC3	-2%	-3%	0%	-5	0%	8%	6%	-16%	-21%

Additional results:
item	Vif-APOBEC3G blk	GRP78 ERSR act	TrxR1 substrate	LDHA block	Vif-APOBEC3F blk	TrxR1 inh	IDH1 R132H inh	USP1-UAF1 inh	RGS4 inhibitor	mol
21	5%	0%	2%	-5	3%	13%	-2%	-12%	4%	COc1cccc(C2C(C(N)=O)=C(C)Nc3nc(-c4ccccc4Cl)nn32)c1 (stereo not drawn)
22	-5%	-11%	1%	-12	-11%	20%	14%	-15%	15%	Cc1cc(C)c(S(=O)(=O)NCc2cn3ccccc3n2)c(C)c1
23	-8%	4%	11%	2	-2%	23%	3%	-20%	9%	Cc1cccc(C(=O)Nc2cccc(OC(=O)c3cccc(C)c3)c2)c1
24	?	-2%	-25%	nt	nt	?	nt	nt	nt	CCC[N+](C)(C)c1ccc(/C=C/c2ccncc2)cc1
25	-2%	0%	-19%	0	2%	-23%	-2%	-12%	-11%	O=C(Nc1ccc(Nc2ccccc2)cc1)c1ccc(Br)o1
26	1%	0%	-11%	3	5%	-8%	8%	-23%	-32%	CCOC(=O)Cc1cc(=O)c2c(=O)n(-c3ccccc3)[nH]c2[nH]1
27	-3%	6%	-6%	-3	-17%	1%	2%	-19%	?	CN(C)c1ccnc(NCc2ccccc2)c1C#N
28	2%	4%	1%	-9	-12%	17%	-1%	2%	-5%	O=C(Nc1ccc(F)cc1)N1CCN(c2ncccn2)CC1
29	3%	-1%	3%[57.1 µM]	1	1%	5%[57.1 µM]	-7%	-21%	-20%	Cc1ccc(S(=O)(=O)CCC(=O)OCC(=O)N(C)c2ccccc2)cc1
30	-15%	-9%	-3%	-8	8%	-3%	0%	4%	-44%	CC(NC(=O)Cc1ccc(-c2ccccc2)cc1)c1ccccc1 (stereo not drawn)
31	-3%	9%	-7%	-2	1%	10%[11.4 µM]	2%	?	16%	CCN(c1ccc(OC)cc1)S(=O)(=O)c1nnc(NC(=O)c2ccccc2C)s1
32	2%	5%	3%[57.1 µM]	-10	4%	11%[57.1 µM]	8%	1%	-32%	COc1ccc(-c2csc3nc[nH]c(=O)c23)cc1
33	7%	-4%	-5%	-1	9%	2%	-4%	-13%	12%	Cc1cccc(N(C(=O)CCC(=O)Nc2ccccn2)C(C(=O)NC(C)C)c2ccc(F)cc2)c1 (stereo not drawn)
34	-5%	-1%	-2%[57.1 µM]	-3	-4%	12%[57.1 µM]	-3%	-19%	15%	COc1ccc(Oc2nc3ccccc3nc2C(F)(F)F)cc1
35	-1%	0%	2%	-2	3%	5%	-2%	-7%	0%	COc1ccc(-c2nc(CN3CCN(Cc4cccc(F)c4)CC3)c(C)o2)cc1
36	2%	-1%	23%	6	-6%	29%	9%	-4%	-15%	O=C(CN1CCOCCOCCOCCOCC1)Nc1ccccc1
37	0%	-4%	5%	-6	3%	17%	3%	-1%	-16%	CCOc1ccc(S(=O)(=O)Nc2cccc(C(=O)N(C)Cc3cccc(OC)c3OC)c2)cc1
38	1%	5%	-7%	-8	0%	-1%	4%	-12%	13%	Cc1ccccc1Oc1ccc(NC(=O)C2CC=CCC2C(=O)O)cc1 (stereo not drawn)
39	8%	-1%	11%[57.1 µM]	-6	-1%	8%[57.1 µM]	-6%	-10%	-22%	CC(=O)NN1C(=O)/C(=C\c2ccc(Cl)cc2)SC1=S
40	-1%	-4%	nt	-16	-1%	nt	-5%	6%	nt	CN1OC[C@@H]2CN(S(=O)(=O)c3cccc(C(F)(F)F)c3)[C@H](c3ccc(-c4cccnc4)cc3)C[C@@H]21
